HCV inhibitor: blocks hepatitis C virus. AID 651820. hit rate 3.4% among 340,000. Huh7.5.1 HCVcc-Cre infection, luciferase reporter, 44 h. Potency, µM (titrated, usually from 41.8 µM), without a hit: top-dose activity change, negative = inhibition, most hits filed as inhibitors
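Infectious HCVcc-Cre (~0.5 moi) was added to cells just after compound, with cells seeded 4 h earlier at 1,000 per well. Luciferase activity after 44 h culture reported infection; substrate was incubated 15 min at room temperature before reading.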
TbPYK inhibitor: inhibitors of Trypanosoma brucei pyruvate kinase; Q57TT1; TbPYK enzyme, Kinase-Glo Plus ATP luminescence, 45 min; Potency, µM (titrated, usually from 76.8 µM), inactives show top-dose activity, negative = inhibition, hits mostly inhibitors; hit rate 0.12% among 410,000; note: nearly all actives have a fitted effect of over 50% in size
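Quantitative HTS: titrated library compounds versus trypanosomal pyruvate kinase in TEA buffer (pH 7.2) containing KCl, MgCl2, BSA and Tween-20. Reactions were initiated with ADP, 130 uM final. Kinase-Glo Plus luminescence was read after 45 min at RT.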
* = called active by the depositor; [ ] = dose if it differs, or a comment. Calls come from the whole dose curve; as a rule, active = well fitted curve in the direction sought with a large enough effect; inconclusive = small, poorly fitted or top-dose-only effect, or another doubt; inactive = no such curve, though single readings can be large; an effect the other way counts as inactive or inconclusive. % is set by controls: 0 for no effect and ±100 for the full control effect; potency is the fitted concentration of half-maximal effect. A portion of the library (hit frequency here may not be typical).

Screening O=C(O)C1C=Cc2ccccc2N1C(=O)c1ccccc1 (stereo unspecified) (tested in a mixture with another compound) returned HCV inhibitor 10% and TbPYK inhibitor -10%.
For CC(=O)N(CC(=O)N(CC(=O)O)c1ccc(Cl)cc1)c1ccc(Cl)cc1 the results were HCV inhibitor 8% and TbPYK inhibitor -4%.
`CCOc1ncccc1C(=O)N(CCC(C)C)c1c(N)n(Cc2ccccc2)c(=O)[nH]c1=O` gave HCV inhibitor 4% and TbPYK inhibitor 1%.
`CN(C)c1ccc(C=NNC(=O)c2cccc3ccccc23)c(Cl)c1` gave HCV inhibitor inconclusive and TbPYK inhibitor -10%.
For COC(=O)[C@H](NCc1ccc(OC)c(B(O)O)c1)C(C)C the results were HCV inhibitor 17% and TbPYK inhibitor 1%.
For CC(=O)N1CCc2cc(S(=O)(=O)NCCC3=CCCCC3)ccc21 the results were HCV inhibitor inconclusive and TbPYK inhibitor 8%.
`O=C1CCC/C=C\C[C@@H](CC(=O)N(CCO)Cc2ccccc2)C(=O)N[C@H](Cc2c[nH]c3ccccc23)CO1` gave HCV inhibitor 14% and TbPYK inhibitor 1%.
`CCOC(=O)Nc1cccc2c1-c1ccc([N+](=O)[O-])cc1C2=O` gave HCV inhibitor -23% and TbPYK inhibitor -5%.
Nc1ccc(C(=O)Nc2ccc3c(O)cc(S(=O)(=O)O)cc3c2)cc1 was read as HCV inhibitor 1% and TbPYK inhibitor 4%.
Screening CCN1C[C@@]2(COC)C3[C@@H](OC)[C@H]4[C@@H]1[C@@]3(C1C[C@H]3[C@H](O)C1[C@]4(O)C[C@H]3OC)[C@@H](OC)C[C@H]2O (stereo partly specified) returned HCV inhibitor -8% and TbPYK inhibitor 0%.
For O=C(COC(=O)c1cccc(C(F)(F)F)c1)NC(=O)NC1CCCC1 the results were HCV inhibitor 13% and TbPYK inhibitor -1%.
`O=C(CN1CCOCC1)Nc1cccc([N+](=O)[O-])c1` gave HCV inhibitor 8% and TbPYK inhibitor 1%.
Screening Cc1cc(C)cc(C(=O)NCC(=O)OCC(=O)NC2CCCc3ccccc32)c1 (stereo unspecified) returned HCV inhibitor 2% and TbPYK inhibitor -4%.
Screening COCCNC(=O)C(=O)NCC1OCCN1S(=O)(=O)c1cc(F)ccc1F (stereo unspecified) returned HCV inhibitor 3% and TbPYK inhibitor 5%.
Screening Cc1cn(C2CC(O)C(CO)O2)c(=O)n(CCCc2ccccc2)c1=O (stereo unspecified) returned HCV inhibitor 34%[activator] and TbPYK inhibitor 2%.
Screening O=C(CN1c2cccc3cccc(c23)S1(=O)=O)Nc1ccc(F)c(F)c1F returned HCV inhibitor inconclusive and TbPYK inhibitor 0%.
Screening O=C1N[C@@H](c2ccccc2)COC(=O)[C@H](Cc2ccc(F)cc2)C/C=C\C[C@H]1CC(=O)N(CCO)Cc1ccccc1 returned HCV inhibitor 10% and TbPYK inhibitor 0%.
COc1ccc(CCNC(=O)C2CC2)cc1 was read as HCV inhibitor 7% and TbPYK inhibitor -1%.
`COc1ccc(CNC(=O)C2(CC3CC(c4ccccc4)=NO3)CCN(C(=O)OC(C)(C)C)CC2)cc1` (stereo unspecified) gave HCV inhibitor -18% and TbPYK inhibitor -2%.
For Cc1ccc(S(=O)(=O)N2C[C@@H]3CCCC[C@@H]3[C@@H](C)[C@H]2CC(=O)c2ccccc2)cc1 the results were HCV inhibitor 23% and TbPYK inhibitor -1%.
Cc1cn(C2CCCCO2)c(=O)[nH]c1=O (stereo unspecified) was read as HCV inhibitor 2% and TbPYK inhibitor -3%.
For CCOc1ccc(NS(=O)(=O)c2cccc(C(=O)N3CCN(C/C=C/c4ccccc4)CC3)c2)cc1 the results were HCV inhibitor inconclusive and TbPYK inhibitor 9%.
For COc1ccccc1CNC(=O)CN1C(=O)NC(c2ccccc2)(c2ccccc2)C1=O the results were HCV inhibitor inconclusive and TbPYK inhibitor -4%.
C[C@H](CO)N1C[C@H](C)[C@@H](CN(C)Cc2ccccc2)Oc2c(NS(=O)(=O)c3ccccc3)cccc2C1=O was read as HCV inhibitor 3% and TbPYK inhibitor 5%.
For COC(C/C=C/C(=O)[C@@H](C)OCc1ccccc1)OC the results were HCV inhibitor -1% and TbPYK inhibitor -11%.
Screening CC1(c2nnc(-c3cccc(Cl)c3)o2)CC(c2ccccc2F)=NO1 (stereo unspecified) returned HCV inhibitor 8% and TbPYK inhibitor 1%.
Screening Cc1ccc(NC(=O)c2ncn(CCCN[C@H](C)c3cccc4ccccc34)n2)cc1C returned HCV inhibitor 5% and TbPYK inhibitor -2%.
`Nc1ccc2c(c1)Cc1cc(N)c(Br)cc1-2` gave HCV inhibitor inconclusive and TbPYK inhibitor -12%.
For Cc1ccc(NC(=O)COC(=O)Cn2nc(-c3ccc(F)cc3)oc2=O)cc1C the results were HCV inhibitor 7% and TbPYK inhibitor -4%.
C=C(C)[C@@]12OC3(c4ccccc4)O[C@@H]1C1[C@@H]4O[C@]4(CO)[C@@H](O)[C@]4(O)C(=O)C(C)=C[C@H]4[C@@]1(O3)[C@H](C)[C@H]2OC(=O)/C=C/C=C/c1ccccc1 (stereo partly specified) was read as HCV inhibitor inconclusive and TbPYK inhibitor 4%.
CCOC(=O)CCC(NC(=O)c1ccc(CNc2nc3cc(C(F)(F)F)ccc3nc2C(=O)OCC)cc1)C(=O)OCC (stereo unspecified) was read as HCV inhibitor -23% and TbPYK inhibitor 1%.
Nc1ncnc2c1ncn2[C@@H]1O[C@H](CNC(=O)[C@@H]2CCC(=O)N2)[C@@H](O)[C@H]1O was read as HCV inhibitor 14% and TbPYK inhibitor 5%.
Screening CN(CC(=O)Nc1ccc(F)cc1)C(=O)Cn1cnc2ccc([N+](=O)[O-])cc2c1=O returned HCV inhibitor -17% and TbPYK inhibitor 0%.
For Cc1nc(SCC(=O)NCc2ccc3c(c2)OCO3)nc(C)c1C the results were HCV inhibitor 2% and TbPYK inhibitor -1%.
Screening O=C(Cc1cccc(NC(=O)C2CCN(C(=O)C3CCCCC3)CC2)c1)Nc1cccc(C(=O)N2CCOCC2)c1 returned HCV inhibitor 4%[8.37 µM] and TbPYK inhibitor 1%.
For Cc1cnc(NC(=O)Cc2ccc(S(=O)(=O)N3CCOCC3)s2)s1 the results were HCV inhibitor 5% and TbPYK inhibitor -10%.
`O=C(COc1ccc2c(-c3ccccc3)cc(=O)oc2c1)NC(Cc1c[nH]c2ccccc12)C(=O)O` (stereo unspecified) gave HCV inhibitor 16% and TbPYK inhibitor -14%.
O=C(NCc1ccccn1)C(=O)NCC1OCCN1C(=O)c1ccc(Cl)cc1 (stereo unspecified) was read as HCV inhibitor 15% and TbPYK inhibitor 3%.
For CCCCOc1ccc(/C=C(\C#N)C(=O)NC2CC2)cc1 the results were HCV inhibitor 9% and TbPYK inhibitor 7%.
Screening O=C(O)c1cccc2c1C(=O)c1cc([N+](=O)[O-])ccc1-2 returned HCV inhibitor -4% and TbPYK inhibitor -8%.
CCOC(=O)N1CCN(C(=S)NC(=O)c2cccc(OC)c2)CC1 was read as HCV inhibitor 16% and TbPYK inhibitor -14%.
Screening C[C@@H]1COC(=O)[C@@H](CC(=O)OC(C)(C)C)C/C=C\C[C@@H](CC(=O)N[C@@H](CO)Cc2ccccc2)C(=O)N1 returned HCV inhibitor 5% and TbPYK inhibitor -2%.
For CCOc1ccc(NC(=O)CN(C)C(=O)C2CC(=O)N(CCc3ccc(OC)c(OC)c3)C2)cc1OCC (stereo unspecified) the results were HCV inhibitor -13% and TbPYK inhibitor 2%.
NS(=O)(=O)c1ccc(CCNC(=O)c2ccc(Cl)c(S(=O)(=O)N3CCCCCC3)c2)cc1 was read as HCV inhibitor inconclusive and TbPYK inhibitor 3%.
`O=C(COC(=O)c1cc(=O)[nH]c2ccccc12)NCc1ccccc1Cl` gave HCV inhibitor 0% and TbPYK inhibitor -3%.

A portion from further up, as a working copy:
NS(=O)(=O)c1ccc(CCNC(=O)c2ccc(Cl)c(S(=O)(=O)N3CCCCCC3)c2)cc1 was read as HCV inhibitor inconclusive and TbPYK inhibitor 3%.
`O=C(COC(=O)c1cc(=O)[nH]c2ccccc12)NCc1ccccc1Cl` gave HCV inhibitor 0% and TbPYK inhibitor -3%.

Other structures follow.
Screening O=C(Nc1ccccc1)NC1CCCCCCC1 returned HCV inhibitor -12% and TbPYK inhibitor 1%.
CCN(CC)C(=O)[C@H]1CC(CC(=O)NCCc2ccccn2)C(=O)N2CCc3c([nH]c4ccc(OC)cc34)[C@]12C (stereo partly specified) was read as HCV inhibitor inconclusive and TbPYK inhibitor -4%.
O=C(CC1C[C@H](C(=O)N2CCOCC2)[C@@]2(CCC3CCCC3)c3[nH]c4ccccc4c3CCN2C1=O)NCc1cccc(C(F)(F)F)c1 (stereo partly specified) was read as HCV inhibitor -16%[8.37 µM] and TbPYK inhibitor 4%.
COc1cc2c(c(OC)c1OC)-c1ccc(O)cc1C(NC(C)=O)CC2 (stereo unspecified) was read as HCV inhibitor 6% and TbPYK inhibitor -11%.
`COc1ccc(NS(=O)(=O)c2cccc(C(=O)N/N=C/c3c(F)c(F)c(F)c(F)c3F)c2)cc1` gave HCV inhibitor inconclusive and TbPYK inhibitor -23%.
Screening O=C(/C=C/c1ccc(Br)cc1)N1CCN(Cc2ccccc2)CC1 returned HCV inhibitor 6% and TbPYK inhibitor 2%.
Screening CN(C)c1nc2c(c(=O)n(C)c(=O)n2C)n1CC(=O)c1cccs1 returned HCV inhibitor 11% and TbPYK inhibitor 2%.
Screening COc1cc(NCCCn2cnc3c(OCc4ccccc4)ncnc32)cc(OC)c1OC returned HCV inhibitor inconclusive and TbPYK inhibitor 5%.
Screening CCCN=C1N(CC)C[C@@H]2[C@@H]3C(=O)N(Cc4ccccc4)C(=O)[C@@H]3[C@](C)(C(=O)OC)N12 returned HCV inhibitor 0%[8.37 µM] and TbPYK inhibitor 3%.
CCN1C[C@@H]2[C@@H]3C(=O)N(Cc4ccccc4)C(=O)[C@@H]3[C@](CC)(C1=O)N2C(=O)c1ccc(C(F)(F)F)cc1 was read as HCV inhibitor inconclusive and TbPYK inhibitor -5%.
`O=C(NN=Cc1ccc(N(CCCl)CCCl)cc1)c1cccc([N+](=O)[O-])c1` gave HCV inhibitor inconclusive and TbPYK inhibitor -9%.
Screening Cc1cc(C)c2nc(Nc3nc(CSc4nc5ccccc5[nH]4)cc(=O)[nH]3)nc(C)c2c1 returned HCV inhibitor inconclusive and TbPYK inhibitor 3%.
`COc1ccc(NC(=S)Nc2ccc(F)cc2)c(OC)c1` gave HCV inhibitor 15% and TbPYK inhibitor -4%.
For NS(=O)(=O)c1ccc(N2CCN(C(=O)c3ccco3)CC2)nc1 the results were HCV inhibitor 10% and TbPYK inhibitor 0%.
CCCCCCCC(=O)C(C)C(=O)N(C)[C@H](Cc1ccc(OC)cc1)C(=O)N(C)[C@H](C(N)=O)C(C)C (stereo partly specified) was read as HCV inhibitor 0.56µM* and TbPYK inhibitor 1%.
`COc1ccc(-c2oc(=O)c3cc(OC)c(OC)cc3c2C#CCCO)cc1` gave HCV inhibitor 3.2µM* and TbPYK inhibitor -5%.
`Cc1nc(-c2ccc(Cl)cc2)sc1C1(C)CC(c2ccc(Br)cc2)=NO1` (stereo unspecified) gave HCV inhibitor 3% and TbPYK inhibitor 5%.
For C[C@H](CO)N1C[C@H](C)[C@H](CN(C)S(=O)(=O)c2ccccc2)Oc2ccc(NC(=O)NC3CCCCC3)cc2CC1=O the results were HCV inhibitor 11% and TbPYK inhibitor -4%.
CC12CCC(=O)C=C1CCCC2=O (stereo unspecified) was read as HCV inhibitor 8% and TbPYK inhibitor -2%.
For O=C(Nc1ccc2ccccc2c1)c1ccccc1[N+](=O)[O-] the results were HCV inhibitor inconclusive and TbPYK inhibitor -7%.
For CC(C)(C)N(Cc1ccccc1)C(=O)COC(=O)c1ccc2ccccc2n1 the results were HCV inhibitor 0% and TbPYK inhibitor -2%.
`COc1ccc(-c2noc(CCC(=O)N3CCN(c4ccccc4C)CC3)n2)cc1` gave HCV inhibitor -7% and TbPYK inhibitor 6%.
`Cc1c([N+](=O)[O-])cc(N2C(=O)C=CC2=O)cc1[N+](=O)[O-]` gave HCV inhibitor 12% and TbPYK inhibitor 25µM*.
For CCCCOC(=O)c1ccc(NC(=O)c2c(N)n(C)c(=O)[nH]c2=O)cc1 the results were HCV inhibitor 45%[activator] and TbPYK inhibitor -3%.

Gathered by group, the entries above containing an aryl thioether with sulfur outside any ring.
For Cc1nc(SCC(=O)NCc2ccc3c(c2)OCO3)nc(C)c1C the results were HCV inhibitor 2% and TbPYK inhibitor -1%.
Screening Cc1cc(C)c2nc(Nc3nc(CSc4nc5ccccc5[nH]4)cc(=O)[nH]3)nc(C)c2c1 returned HCV inhibitor inconclusive and TbPYK inhibitor 3%.

2 entries picked at random from those above:
`O=C(COc1ccc2c(-c3ccccc3)cc(=O)oc2c1)NC(Cc1c[nH]c2ccccc12)C(=O)O` (stereo unspecified) gave HCV inhibitor 16% and TbPYK inhibitor -14%.
Screening O=C(O)c1cccc2c1C(=O)c1cc([N+](=O)[O-])ccc1-2 returned HCV inhibitor -4% and TbPYK inhibitor -8%.
